Source: PubChem BioAssay (several laboratories)
LRH-1 inv ag = LRH-1 (NR5A2) inverse agonists, primary screen, cell-based, luminescence, HEK293T, StAR-luciferase reporter. LRH-1 transfected, 24 h. inhibition, % at 3.6 µM. 360,000 tested, 0.13% active. Nuclear receptor subfamily 5 group A member 2 (Homo sapiens), O00482;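 active = inhibition above the mean inhibition of all tested compounds plus 3 SD, cut at about 73% in these data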;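 note: 0% = DMSO wells and 100% = reporter-only cells lacking LRH-1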
Target sequence (O00482 whole entry, looked up): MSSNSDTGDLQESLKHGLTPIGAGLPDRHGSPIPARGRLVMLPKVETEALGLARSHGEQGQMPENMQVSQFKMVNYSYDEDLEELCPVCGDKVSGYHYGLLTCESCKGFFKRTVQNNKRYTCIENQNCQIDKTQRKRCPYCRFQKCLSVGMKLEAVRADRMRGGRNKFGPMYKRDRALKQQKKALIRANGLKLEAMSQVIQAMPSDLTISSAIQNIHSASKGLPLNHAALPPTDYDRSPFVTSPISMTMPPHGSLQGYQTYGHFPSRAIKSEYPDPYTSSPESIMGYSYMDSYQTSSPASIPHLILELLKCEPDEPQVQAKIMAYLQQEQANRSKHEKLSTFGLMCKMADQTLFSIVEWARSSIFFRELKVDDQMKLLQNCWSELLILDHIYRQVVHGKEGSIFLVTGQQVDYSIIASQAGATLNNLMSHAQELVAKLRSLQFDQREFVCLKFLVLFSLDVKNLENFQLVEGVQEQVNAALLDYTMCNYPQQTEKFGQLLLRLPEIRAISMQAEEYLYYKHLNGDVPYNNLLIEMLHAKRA
NCOA3 inh = SRC3 coactivator transcriptional activity inhibitors, primary screen, cell-based, luminescence | HEK293 GAL4-SRC3 luciferase reporter | inhibition, % at 3.6 µM | 360,000 tested, 0.17% active | AID 588352, 2011;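 active = inhibition above a per-campaign cutoff, the mean of all compounds plus 3 SD, cut at about 60% in these data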;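 note: 0% = DMSO-treated cells and 100% = gossypol-treated cells at 36 µM; higher means less SRC3-driven luciferase light from the GAL4 reporter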
ABHD5 PLIN5 PPI = ABHD5-PLIN5 interaction inhibitors, primary screen, cell lysate, split luciferase complementation, luminescence | Perilipin-5 (Homo sapiens) + 1-acylglycerol-3-phosphate O-acyltransferase ABHD5 (Homo … | Split G. princeps luciferase complementation, 4 h | inhibition, % at 4 µM | 360,000 tested, 0.78% active | AID 602281, 2012;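 active = inhibition above the mean inhibition across every tested compound plus 3 SD, cut at about 22% in these data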;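 note: 0% = DMSO only wells and the 100% control is not disclosed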
COUP-TFII inh = NR2F2 transcriptional activity inhibitors, primary screen, cell-based, luciferase reporter, HEK293T, luminescence. 370,000 tested, 0.7% active. HEK293T NGFI-A luciferase reporter. inhibition, % at 8.6 µM;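 active = inhibition above a per-plate cutoff, mean inhibition of test wells between control levels plus 3 SD, cut at about 38% in these data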;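 note: cells cotransfected with COUP-TFII expression vector driving the NGFI-A reporter; 0% = median of COUP-TF2 test wells and 100% = reporter-only cells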
Target sequence (P24468 whole entry, looked up): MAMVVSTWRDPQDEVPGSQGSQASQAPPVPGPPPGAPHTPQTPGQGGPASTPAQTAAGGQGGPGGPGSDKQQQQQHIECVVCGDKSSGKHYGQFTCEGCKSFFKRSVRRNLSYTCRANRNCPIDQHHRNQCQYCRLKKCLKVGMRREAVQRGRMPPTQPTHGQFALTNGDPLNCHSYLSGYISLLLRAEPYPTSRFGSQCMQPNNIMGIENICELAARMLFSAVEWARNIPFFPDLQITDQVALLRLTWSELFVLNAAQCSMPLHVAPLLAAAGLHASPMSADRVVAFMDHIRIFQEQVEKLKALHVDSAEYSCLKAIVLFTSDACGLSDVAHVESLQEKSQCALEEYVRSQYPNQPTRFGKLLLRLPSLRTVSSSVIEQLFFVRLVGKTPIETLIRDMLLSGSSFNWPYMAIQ
SRC1 inh = SRC1 coactivator transcriptional activity inhibitors, primary screen, cell-based, luminescence; Nuclear receptor coactivator 1 (Homo sapiens), Q15788; HEK293 GAL4-SRC1 luciferase reporter; inhibition, % at 3.6 µM; 360,000 tested, 0.12% active;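 active = inhibition above the campaign mean plus 3 SD, with each screening campaign given its own cutoff, cut at about 60% in these data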;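 note: 0% = DMSO treated cells and 100% = gossypol at 36 µM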
Granule exo inh = LAMP-1 surface exposure blockers, TALL-104 cells – cell-based, flow cytometry, MLPCN library, primary screen | TALL-104 LAMP-1 surface exposure; cells stimulated with thapsigargin and PMA | inhibition, % at 10 µM | 360,000 tested, 0.66% active | AID 651702, 2012;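 active = inhibition above about 55%, limit read from the data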
TLR9-MyD88 block = inhibitors of TLR9-MyD88 association in cells, primary screen, cell-based, CHO, BLA complementation, fluorescence; inhibition, % at 4.98 µM; CCF4 FRET ratio; Toll-like receptor 9 (Homo sapiens) + Myeloid differentiation primary response protein …; AID 504734, 2011; 340,000 tested, 0.21% active;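 active = inhibition above the mean over all tested compounds plus 3 SD, cut at about 21% in these data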;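 note: 0% = DMSO only wells and 100% = clavulanate BLA inhibitor control wells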
TWEAK-Fn14 inh = inhibitors of TWEAK-Fn14 signaling, primary screen, luciferase reporter cells, uHTS; TWEAK-stimulated Fn14 reporter cells, luciferase luminescence, 8 h; inhibition, % at 10 µM; 360,000 tested, 2% active; in the data active = inhibition above about 50%
TROY NFkB inh = inhibitors of TROY-driven NF-kB signaling, primary screen, Q293 LMP1-TROYcd cells, NF-kB luciferase, uHTS; Q293 LMP1-TROYcd NF-kB luciferase reporter, 4 h; inhibition, % at 10 µM; 360,000 tested, 0.98% active;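 active = compounds whose plate-normalised and pattern-corrected inhibition of the luciferase reporter signal at the single screening dose is 50% or more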
NOD2-RIPK2 inh = NOD2-RIPK2 binding disruptors in cells, primary screen, fluorescence, CHO cells, BLA complementation; AID 624267, 2012; 360,000 tested, 0.38% active; CCF4 ratio; inhibition, % at 4.98 µM; in the data active = inhibition above about 21%;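 note: 0% = vehicle only and 100% = reference blocker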
NCOA2 inhibitor = inhibition of GAL4-SRC2 driven luciferase reporter, primary screen, SRC2 inhibitor project, cell-based, luminescence; Nuclear receptor coactivator 2 (Homo sapiens), Q15596; 370,000 tested, 0.17% active; AID 651957, 2012; inhibition, % at 9 µM; HEK293 GAL4-SRC2 luciferase reporter;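 active = inhibition above the mean inhibition of all tested compounds plus 3 SD, set per campaign, cut at about 52% in these data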;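 note: 0% = DMSO treated cells and 100% = cells given Gossypol at 36 µM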
Active calls of the source: *; · = no result given. These rows are one share of the data, so the mix of outcomes need not match the whole.

Structure	LRH-1 inv ag	NCOA3 inh	ABHD5 PLIN5 PPI	COUP-TFII inh	SRC1 inh	Granule exo inh	TLR9-MyD88 block	TWEAK-Fn14 inh	TROY NFkB inh	NOD2-RIPK2 inh	NCOA2 inhibitor
CC(C)(C)OC(=O)NCc1ccc(CNC(=O)c2nc[nH]c2C(=O)N2CCN(c3ccccc3)CC2)cc1	2	1	5	-3	7	16	-1	11	25	13	-9
CCN1CCN(S(=O)(=O)c2ccc(Cl)c(C(=O)N(C)CC(=O)Nc3c(C)cccc3C)c2)CC1	5	3	-10	-3	5	-4	-1	-1	3	2	1
CC(=O)Nc1ccc(-c2ccnc3c2CC(C)(C(=O)NCCN(C)C)O3)cc1 (stereo not given)	-5	3	-4	-18	10	-3	·	9	2	2	-28
Cc1ccccc1-n1c(C)nc2ccccc21	-12	20	2	-7	3	0	11	2	10	-6	25
CC(C)(C)SCCNC(=O)c1ccc(Cl)c([N+](=O)[O-])c1	13	-6	-6	-23	-20	-3	6	-9	20	0	-26
S=C(Nc1ccc2c(c1)OCO2)Nc1ccccc1Cl	-29	-30	-5	16	-18	2	3	-3	18	-5	2
COc1ccccc1CN1CC(C(=O)NC2CCOCC2)CCC1=O (stereo not given)	4	-31	8	5	-17	-1	-12	7	-1	0	26
CCOCc1nc(C)c(Cl)c(NS(=O)(=O)c2ccc(N)cc2)n1	-11	-6	-6	-9	8	-7	-2	23	-10	-8	-4
CCN(CC)S(=O)(=O)c1ccc(Cl)c(OC)c1	-7	2	4	-8	3	-3	2	-14	-10	0	-29
O=C(CSc1nnc2c(n1)[nH]c1ccccc12)N1CCCCC1	17	19	10	3	-1	-5	-3	65*	12	1	0
CNC(=O)CSCCn1c(SCC(=O)NC)nc2ccccc2c1=O	-15	4	4	-11	-9	0	-2	1	-18	-8	-18
COc1ccc2[nH]c(C)cc(=O)c2c1	0	14	-7	9	-33	1	5	8	11	-2	16
Cc1ccc(S(=O)(=O)N2CCN(C(=O)C(Cc3ccccc3)NC(=O)c3ccccc3)CC2)cc1 (stereo not given)	11	-8	-9	-2	-16	-3	-9	8	-8	-2	0
O=C(CN(Cc1ccccc1)C(=O)CCC(=O)Nc1nccs1)NCc1ccc(F)cc1	1	7	-1	-1	-17	-12	3	-10	-9	-8	-18
CCc1cc(C(=O)c2ccccc2OC)c(N)s1	8	3	3	15	-8	8	2	-5	-14	-7	4
O=C(COc1cc2oc(=O)c3c(c2cc1Cl)CCC3)NCC(O)c1ccccc1 (stereo not given)	1	10	5	11	-4	-1	-8	-22	-9	1	2
CCCCn1c(SCN2C(=O)c3ccccc3C2=O)nc2cc(S(N)(=O)=O)ccc21	13	-4	-5	7	-1	-2	0	1	-13	6	1
COC(=O)c1ccc(OCCOc2ccccc2C)cc1	-1	10	-6	-13	1	-9	3	-38	-54	9	-47
Cc1cc(S(=O)(=O)NCCCN2CCOCC2)c(Cl)cc1Cl	5	-2	1	4	14	-7	-3	31	-15	-5	8
Clc1ccc(/C=N/Nc2ncnc3nc[nH]c23)cc1	-118	-71	2	-42	-58	2	12	-29	-50	-5	-52
CCOc1ccc(C(=O)NCC(=O)OCCCOC(=O)CNC(=O)c2ccc(OCC)cc2)cc1	-21	-3	-6	-17	-1	5	-14	-7	0	-6	-26
COc1c(C)cc(Br)cc1C(=O)NC(=S)NCc1ccco1	-22	-19	-11	-13	3	-7	-7	-17	4	-5	-10
CC(C)c1cc(NCC2CCCO2)n2c(nc3ccccc32)c1C#N (stereo not given)	35	12	-1	19	-4	4	-1	11	17	2	-21
CC(C)CCOc1ccc(C2CC(=O)N(C)C2=O)cc1 (stereo not given)	-11	-17	3	-14	-19	4	4	-3	-56	-12	-24
N#C/C(=C\c1ccc(F)cc1)c1n[nH]c(Cn2cncn2)n1	6	10	5	8	-40	1	-2	9	-20	-5	-13
Cc1cccnc1C(NC(=O)C1CCN(Cc2ccc(Oc3ccccc3)cc2)CC1)c1ccccc1 (stereo not given)	27	8	4	·	0	6	·	1	10	-2	·
Cc1cc(C)n2cc(COc3ccccc3)nc2n1	-4	4	-6	3	-3	1	-1	3	-3	1	-17
O=[N+]([O-])c1ccc(C2CCCC/C2=N/O)c([N+](=O)[O-])c1 (stereo not given)	2	13	7	8	2	-8	-7	0	13	-8	10
Cc1c(-c2nc3ccccc3[nH]2)cnn1C	-7	-10	1	-13	-22	1	-5	-3	-20	-9	-27
CCC(C)(C)NC(=O)C1CC(=O)N(CCc2ccc(F)cc2)C1 (stereo not given)	3	-12	-1	10	16	-5	5	6	8	1	-18
CCC(C)NS(=O)(=O)c1ccc(NC(=O)Cc2ccc(OC)cc2)cc1 (stereo not given)	-11	14	-18	5	4	3	-8	14	15	8	24
CC(=O)Oc1c(C(=O)c2nnc(C)o2)c(=O)n(Cc2ccccc2)c2ccccc12	13	15	-2	3	-17	3	-12	21	13	3	8
CN(Cc1nc2ccccc2c(=O)[nH]1)Cc1cc(=O)oc2ccc3ccccc3c12	-12	6	-5	9	0	-4	-4	-15	-1	-6	1
Nc1c(C(=O)NCc2ccco2)c2nc3ccccc3nc2n1CCc1ccccc1F	17	15	10	22	7	4	-10	44	54*	-2	4
CC(C)C(NC(=O)c1ccc(C(C)(C)C)cc1)C(=O)NCC(c1ccccc1)N(C)C (stereo not given)	20	3	2	16	-2	5	6	-4	-6	1	-1
COc1ccc(N2CCN(C(=O)CN3C(=O)NC(C)(C4CC4)C3=O)CC2)cc1 (stereo not given)	17	-13	-7	-29	-2	-4	-3	-2	8	-7	-3
CN(C)S(=O)(=O)c1cccc(C(=O)NC(=S)N(CCC#N)Cc2cccnc2)c1	-3	-2	9	2	1	-1	0	12	5	5	6
COCCCN1CC23C=CC(O2)C(C(=O)O)C3C1=O (stereo not given)	-14	11	9	-10	-8	-1	-6	-1	7	-11	-2
Cc1ccc(C2CC(=O)C(C=NCCN3CCN(C(=S)Nc4ccccc4)CC3)=C(O)C2)cc1 (stereo not given)	-25	-10	3	3	-31	1	1	12	12	-1	17
CC(=O)COc1ccc2c3c(c(=O)oc2c1C)CCCCC3	-39	-83	6	-9	-45	-3	1	-52	-70	-3	-49
CCOC(=O)C1C(=O)NC(C(=O)OCC)(C(=O)OCC)C1C(C)CC (stereo not given)	8	14	4	-1	13	-4	-6	10	5	-14	-4
CCOC(=O)C1=C(C)NC(C)=C(C(=O)OCC)C1c1ccco1	11	10	2	6	0	5	-2	8	1	-1	-1
Cc1c(C(=O)Nc2ccc(S(=O)(=O)Nc3ncccn3)cc2)oc2ccc(Cl)cc12	-15	-5	5	12	-11	3	0	-8	-4	1	-3
CC1CCN(S(=O)(=O)N2CCCC(C(=O)NCc3ccccc3Cl)C2)CC1 (stereo not given)	13	14	-5	-6	-7	-3	12	-8	11	1	-6
O=C(Nc1ccc(Cl)cn1)c1ccc(COCC(F)(F)C(F)F)o1	-21	-23	-8	9	-24	12	3	13	-27	-3	-27
CCOc1ccccc1N1CC(C(=O)Nc2ccccc2N2CCOCC2)CC1=O (stereo not given)	0	-3	-2	-17	-4	-2	-8	2	9	-16	11
CCN1CCC2(CC1)N=C(c1ccc(F)cc1)C(=S)N2C(=O)c1ccc(C(C)(C)C)cc1	6	11	0	4	-25	-4	10	11	5	-6	-30
O=C(COc1ccccc1F)NNC(=O)c1ccc2c(=O)n3c(nc2c1)CCC3	-3	-19	-4	-5	-4	0	-19	4	4	-2	-17
CCOC(=O)C1=C(C)N(C)C(C)=C(C(=O)OCC)C1c1cccnc1	-12	2	3	22	4	1	7	9	-6	3	5
CCn1c(O)c(N=NC(=O)Cc2csc(N3CCOCC3)n2)c2ccccc21	17	18	-6	11	9	15	1	11	-7	-9	11
O=C1CCN(Cc2ccccc2)C=C1c1ccc(Cl)cc1	7	-2	4	-6	3	-1	8	-1	-7	-1	-12
Cc1ccc(OCC(=O)NC(=S)Nc2cccc(NC(=O)c3ccc(Cl)cc3Cl)c2)cc1	-5	9	6	12	2	-2	2	1	1	4	3
COc1ccc(CCNC(=O)C2CC=CCC2C(=O)O)cc1 (stereo not given)	1	-19	4	3	-7	2	2	6	-16	4	-36
CC1(C)Cc2c(sc(NC(=O)Cc3ccccc3)c2C#N)C(C)(C)N1	-16	-4	-2	9	-2	2	-2	8	4	6	-20
CCCn1ncc(CN2CCC(Cc3cccc(F)c3)(C(=O)OCC)CC2)c1C	1	14	-8	0	-13	2	4	9	-10	10	-19
CN(C)C(=O)CN1C(=O)c2cccc3cccc1c23	-9	-12	1	2	-77	10	7	7	4	1	5

Continued.
Structure	LRH-1 inv ag	NCOA3 inh	ABHD5 PLIN5 PPI	COUP-TFII inh	SRC1 inh	Granule exo inh	TLR9-MyD88 block	TWEAK-Fn14 inh	TROY NFkB inh	NOD2-RIPK2 inh	NCOA2 inhibitor
O=C(Cc1nnc(NC(=O)c2ccccc2)s1)N/N=C/c1ccco1	3	-1	-4	2	13	-1	-15	-2	-2	5	10
Cc1ccc(/C=N/Nc2ccc(C(=O)O)cc2)s1	-16	15	-2	41*	-15	-1	-2	11	-9	0	40
Oc1cccc(CN2CCOCC2)c1O	18	3	-4	8	-12	0	-8	19	1	-1	15
COC(=O)c1ccc(NC(=O)CSC2=NCCN2)cc1	43	15	3	-1	0	2	2	5	1	2	-31
O=C(Nc1ccccn1)c1ccc2ccccc2c1O	-67	-79	-6	-41	-86	-2	-3	-21	-22	-2	-34
Cc1ccc(C(=O)NC(=S)N2CCN(C(=O)OC(C)(C)C)CC2)cc1Br	15	-8	-5	-18	3	2	-2	-7	12	-1	17
[O-]/C(=C(\C(=S)NCc1ccc2c(c1)OCO2)[n+]1ccccc1)c1ccc(Cl)s1	18	-17	-4	7	5	0	-5	6	-16	-6	11
C[C@@H]1CN([C@@H](C)CO)C(=O)c2cc(NS(C)(=O)=O)ccc2O[C@H]1CN(C)Cc1ccc(Oc2ccccc2)cc1	2	-6	-9	-1	-3	1	1	-21	9	-9	7
COc1ccccc1C(=O)NC(C)C(c1cccs1)N1CCN(C)CC1 (stereo not given)	8	14	3	1	4	-1	-1	9	-1	6	9
